human PMI inhibitors – human PMI inhibitors, high substrate, primary screen, biochemical, fluorescence intensity, high mannose 6-phosphate (AID 1220); recombinant PMI enzyme, coupled fluorescence intensity; higher % means a stronger effect; one-dose inhibition, % at 20 µM; IC50 in µM for titrated hits; 0.66% of 190,000 active
SIAH1 antagonists – Siah-1 peptide-binding antagonists, primary screen, biochemical, fluorescence polarization, rhodamine-plectin, uHTS (AID 1817); displacement, % at 20 µM, or IC50 in µM where a hit was titrated; 0.02% of 290,000 active; Siah-1 / rhodamine-plectin peptide fluorescence polarization; higher % means a stronger effect;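 active = displacement of at least 50% at 20 µM, with a fluorescence ratio check between 0.3 and a set limit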;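 also: plate controls were Siah plus tracer with DMSO for no effect and tracer alone without Siah for full effect; strong numbers were not always called active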
P. falciparum M1AAP – malaria alanyl aminopeptidase activity blockers – biochemical, fluorogenic H-Leu-NHMec substrate, 1536-well (AID 1445) | recombinant M1AAP, H-Leu-NHMec fluorogenic kinetic assay; higher % means a stronger effect | inhibition, % at 30 µM, or IC50 in µM where a hit was titrated | 0.42% of 220,000 active;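 active = primary inhibition above the hit cutoff, then over 50% inhibition at one or more dose response concentrations, cut at about 23% in these data, passing the limit was not always enough; inconclusive = conflicting primary data, or primary hits not chosen for dose response; inactive = low primary inhibition, or under 50% at every dose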;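 also: plate controls were DMSO full reaction for no effect and no enzyme background for full effect; strong numbers were not always called active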
AID2073 – inhibitors of Mint1-CaV2.2 protein interaction, biochemical, HTRF (AID 2073) | HTRF protein-protein interaction, Mint1-CaV2.2; higher % means a stronger effect | inhibition, % at 20 µM; hits with a dose series show IC50 in µM | 0.19% of 290,000 active; in the data active = inhibition mostly above about 51%, no sharp cut-off; inconclusive = no clear call, values can overlap the other calls; inactive = mostly below about 53%; also: some results filed as inactive read as strong as hits
PMI inhibitors – MPI enzyme activity inhibition – biochemical, fluorescence intensity, coupled assay, primary screen (AID 1209); purified PMI enzyme, coupled fluorescence intensity; higher % means a stronger effect; one-dose inhibition, % at 20 µM; IC50 in µM for titrated hits; 0.42% of 190,000 active;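 also: plate controls were DMSO vehicle for no effect and wells lacking substrate for full effect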
M17LAP inhibition – P. falciparum M17LAP inhibitors, primary screen, biochemical, fluorogenic H-Leu-NHMec substrate, 1536-well (AID 1619). recombinant M17LAP, H-Leu-NHMec fluorogenic kinetic assay; higher % means a stronger effect. inhibition, % at 30 µM, or IC50 in µM where a hit was titrated. 0.38% of 220,000 active;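 active = compound inhibiting the enzyme by more than half at any dose during confirmatory dose-response retesting; inconclusive = strong single-dose inhibitors picked by rank but not retested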;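 also: plate controls were full reaction with DMSO carrier for no effect and no enzyme background for full effect; strong numbers were not always called active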
LYP inhibition – PTPN22 lymphoid phosphatase activity blockers – biochemical, fluorescence intensity, uHTS (AID 1779). one-dose inhibition, % at 11.5 µM; IC50 in µM for titrated hits. 0.054% of 290,000 active. recombinant LYP phosphatase, fluorescence intensity; higher % means a stronger effect;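 also: plate controls were vehicle with enzyme for no effect and no enzyme for full effect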
XIAP antagonists – XIAP antagonists, biochemical, IAP family, fluorescence polarization (AID 1018); XIAP BIR domain, fluorescence polarization peptide displacement; higher % means a stronger effect; displacement, % at 20 µM; hits with a dose series show IC50 in µM; 0.007% of 200,000 active; in the data active = displacement above about 50%; also: a part of the inactive calls stands beside numbers as strong as those of hits
Dynein transport – dynein cargo transport inhibition; 0.47% of 220,000 active; 3617.4 mouse cells, GR-EGFP nuclear translocation imaging; test concentration mostly 20 µM; stimulated with dexamethasone, 1 µM; hits give low values; z-score, hits read low; AID 1381;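 active = plate z-score of nuclear minus cytoplasmic receptor signal below a set negative limit, without overly bright fluorescence or cell loss, cut at about -3.5 in these data, passing the limit was not always enough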;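 also: z-score of nuclear minus cytoplasmic ring GR-EGFP intensity difference per well; some compounds called inactive have numbers as strong as hits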
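Buffer or medium – tet-free medium with charcoal-stripped serum · Signal – automated 10x imaging of fixed Hoechst-stained cells · Also added – dexamethasone agonist, 1.0 µM final, for 30 min · Incubation – induction 48 h, compound 1 h, agonist 30 min · Read-out – GR-EGFP nuclear translocation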
Dynein transport cytoplasmic EGFP – also measured in Dynein transport; calls as there; z-score; measured here: cytoplasmic GR-EGFP intensity; hits give high values
Dynein transport nuclear GR-EGFP – recorded beside Dynein transport, whose call it bears; z-score; measured here: nuclear GR-EGFP intensity;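 lower value marks the stronger effect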
Dynein transport cell count – second read-out of Dynein transport, no call of its own (marks repeat the call); z-score; measured here: cell count per field
* marks the source's active call; other numbers are inactive results; i = inactive; ? = inconclusive; . = not tested or not shown. Rule as the data show it, unless noted: active = inhibition above about 50%; inactive = the rest.

item	human PMI inhibitors	AID2073	Dynein transport	PMI inhibitors	Dynein transport nuclear GR-EGFP	M17LAP inhibition	SIAH1 antagonists	XIAP antagonists	Dynein transport cytoplasmic EGFP	LYP inhibition	Dynein transport cell count	P. falciparum M1AAP	SMILES
1	-10%	0%	-0.17	-3%	-0.011	-2%	-7%	-5.1%	-0.24	-10%	0.089	?	Cc1ccc(NC(=O)CSc2n[nH]c(=O)n2C2CC2)cc1S(=O)(=O)N1CCOCC1
2	13%	1%	-0.59	11%	-0.00088	-11%	2%	-2.7%	-0.022	-4%	1	3%	CCC/C(O)=C1\C(=O)CC(C)(C)CC1=Nc1ccccc1O
3	-3%	2%	1.3	0%	1	-3%	-3%	-5.3%	-0.16	-6%	-0.85	-7%	O=C(OCc1nnc(-c2ccccc2)o1)c1ccc2c(c1)OCO2
4	3%	-4%	0.15	-4%	0.68	-7%	0%	-1.6%	-0.3	0%	-0.22	0%	CC1(C)Cc2cccc(Oc3ccc(S(=O)(=O)N4CCCC4)cn3)c2O1
5	-7%	-5%	-0.36	2%	-0.39	-21%	1%	4.0%	-0.26	-1%	-0.41	-6%	Cc1ccccc1NC(=S)N(Cc1cccnc1)Cc1ccco1
6	5%	-4%	0.15	0%	-0.12	-5%	-4%	-1.5%	-0.28	-1%	0.31	9%	COc1ccc(/C=N/n2cnnc2)cc1COc1ccccn1
7	0%	-7%	-0.27	3%	0.12	3%	-2%	-2.6%	-0.22	-2%	0.07	-1%	C=CCSc1nc2ccsc2c(=O)n1-c1ccccc1
8	-12%	-2%	3.8	-14%	1.8	12%	12%	-3.0%	-0.14	-5%	-1.9	6%	O=S(=O)(c1ccc2oc3ccccc3c2c1)N1CCCC1
9	-9%	-2%	-0.63	-8%	-0.04	47µM*	3%	-9.6%	0.012	-3%	1.7	6%	COc1ccc(CC(CC(=O)O)C(=O)Nc2ccccc2)cc1 (stereo unspecified)
10	5%	0%	-0.53	14%	-0.042	-8%	1%	-5.3%	-0.37	1%	0.69	4%	CCNc1nc(NC(C)(C)C)nc(N(C#N)CC)n1
11	4%	12%	1	5%	0.19	-10%	6%	-4.2%	-0.16	-1%	-0.65	0%	CC(Oc1ccc(-c2ccccc2)c(F)c1)c1ccn(S(=O)(=O)c2ccc(F)cc2)n1 (stereo unspecified)
12	-2%	-22%	-0.18	0%	0.44	-7%	2%	-2.0%	-0.2	-7%	0.84	-8%	CCOC(=O)c1ccc(Nc2nc(=O)c3cccnc3s2)cc1
13	4%	-5%	-0.32	17%	-0.2	14%	7%	-11%	-0.25	-4%	0.57	5%	CC(=O)Nc1cc(C(=O)N2CCc3ccccc3C2)ccc1Sc1ccc(Cl)cc1
14	.	-5%	-0.067	.	0.1	1%	2%	.	-0.035	-5%	0.49	-2%	O=C(CSc1ccccc1C(=O)O)NC1CCCCCC1
15	8%	11%	-0.14	-1%	0.071	4%	-2%	-6.0%	-0.18	1%	-0.13	-3%	Cc1ccc(S(=O)(=O)N2CCN(C(=O)CSc3nnc(-c4ccco4)o3)CC2)cc1
16	-5%	0%	1.2	-7%	0.66	-5%	1%	-3.7%	-0.26	2%	-0.75	-1%	Cc1ccc(SCCNC(=S)Nc2ccc(C)cc2C)cc1
17	-4%	-8%	0.51	-11%	0.76	-5%	-3%	-4.6%	-0.16	-3%	-0.43	-1%	CCNC(=O)Nc1ccc(OC)cc1OC
18	-7%	16%	0.28	-7%	0.68	-5%	1%	-13%	-0.2	2%	-0.56	6%	COC(=O)c1cn(C(=O)c2cc(C)cc(C)c2)c2ccccc12
19	-7%	-18%	-0.29	7%	-0.074	-5%	0%	-6.7%	-0.26	5%	0.22	5%	Cc1cc(Br)ccc1NC(=S)Nc1cccc([N+](=O)[O-])c1
20	2%	20%	.	1%	.	.	2%	-5.7%	.	-4%	.	.	COc1ccc(Cl)cc1NC(=O)c1cnc2n(c1=O)CCS2
21	.	-9%	0.25	.	0.16	3%	-3%	.	-0.078	-9%	-0.27	3%	CC(C)(C)SCCNC(=O)/C=C/c1ccccc1
22	12%	-30%	0.23	13%	0.44	0%	2%	-8.8%	-0.3	-9%	-0.38	8%	COc1ccc(O)c(-c2c(-c3ccc(Cl)cc3)n[nH]c2C)c1
23	24%	-21%	-0.71	6%	-0.43	-1%	-5%	4.4%	0.25	-4%	0.85	6%	Cc1ccc(S(=O)(=O)Nc2ccc(N(C)C)cc2)cc1
24	10%	20%	-0.97	6%	-0.65	30%	-3%	-2.6%	-0.07	-5%	0.44	18%	O=C(NCCCn1ccnc1)C(=O)c1c[nH]c2ccccc12
25	8%	-2%	-0.56	2%	-0.53	16%	-5%	1.4%	-0.3	1%	0.85	13%	COc1ccc(-c2nc3ccc([N+](=O)[O-])cc3[nH]2)cc1
26	-4%	-5%	4.1	-5%	1	0%	-4%	-6.5%	-0.18	-10%	-1.4	-7%	Cc1onc(-c2c(Cl)cccc2Cl)c1C(=O)c1c[nH]c(C(=O)NCCCN2CCOCC2)c1
27	2%	0%	-0.91	4%	-0.4	6%	-3%	-0.1%	0.0044	-5%	1.3	-9%	Cc1ccc(S(=O)(=O)c2c(COC(=O)c3ccccc3Cl)c(-c3ccccc3)nn2C)cc1
28	.	0%	-0.2	.	-0.15	-1%	4%	.	-0.82	-9%	-0.024	3%	C#CC(C)OC(=O)C(C)NC(=O)c1ccccc1 (stereo unspecified)
29	-7%	-4%	0.43	2%	0.39	0%	0%	3.0%	-0.22	-7%	0.31	4%	Cc1ccnc2nc(C(=O)OCC(=O)NCCc3ccc(Cl)cc3)nn12
30	-5%	-8%	-1.3	0%	-0.52	-2%	-4%	-1.0%	-0.2	-9%	-0.24	0%	O=C(Nc1cccnc1)c1ccccc1Oc1ccccc1

7 compounds out of the list above, arranged by their value in Dynein transport nuclear GR-EGFP, smallest number first:
No.	canonical_smiles	Dynein transport nuclear GR-EGFP
30	O=C(Nc1cccnc1)c1ccccc1Oc1ccccc1	-0.52
27	Cc1ccc(S(=O)(=O)c2c(COC(=O)c3ccccc3Cl)c(-c3ccccc3)nn2C)cc1	-0.4
6	COc1ccc(/C=N/n2cnnc2)cc1COc1ccccn1	-0.12
19	Cc1cc(Br)ccc1NC(=S)Nc1cccc([N+](=O)[O-])c1	-0.074
2	CCC/C(O)=C1\C(=O)CC(C)(C)CC1=Nc1ccccc1O	-0.00088
18	COC(=O)c1cn(C(=O)c2cc(C)cc(C)c2)c2ccccc12	0.68
3	O=C(OCc1nnc(-c2ccccc2)o1)c1ccc2c(c1)OCO2	1

A draw from above in order of formula weight, low to high.
item	human PMI inhibitors	AID2073	Dynein transport	PMI inhibitors	Dynein transport nuclear GR-EGFP	M17LAP inhibition	SIAH1 antagonists	XIAP antagonists	Dynein transport cytoplasmic EGFP	LYP inhibition	Dynein transport cell count	P. falciparum M1AAP	SMILES
29	-7%	-4%	0.43	2%	0.39	0%	0%	3.0%	-0.22	-7%	0.31	4%	Cc1ccnc2nc(C(=O)OCC(=O)NCCc3ccc(Cl)cc3)nn12
13	4%	-5%	-0.32	17%	-0.2	14%	7%	-11%	-0.25	-4%	0.57	5%	CC(=O)Nc1cc(C(=O)N2CCc3ccccc3C2)ccc1Sc1ccc(Cl)cc1
15	8%	11%	-0.14	-1%	0.071	4%	-2%	-6.0%	-0.18	1%	-0.13	-3%	Cc1ccc(S(=O)(=O)N2CCN(C(=O)CSc3nnc(-c4ccco4)o3)CC2)cc1

Record cards, as listed above. Values in the order: human PMI inhibitors, AID2073, Dynein transport, PMI inhibitors, Dynein transport nuclear GR-EGFP, M17LAP inhibition, SIAH1 antagonists, XIAP antagonists, Dynein transport cytoplasmic EGFP, LYP inhibition, Dynein transport cell count, P. falciparum M1AAP
`Cc1ccc(NC(=O)CSc2n[nH]c(=O)n2C2CC2)cc1S(=O)(=O)N1CCOCC1` is listed as -10%, 0%, -0.17, -3%, -0.011, -2%, -7%, -5.1%, -0.24, -10%, 0.089, ?
`Cc1ccc(S(=O)(=O)Nc2ccc(N(C)C)cc2)cc1` is listed as 24%, -21%, -0.71, 6%, -0.43, -1%, -5%, 4.4%, 0.25, -4%, 0.85, 6%

New compounds follow.
item	human PMI inhibitors	AID2073	Dynein transport	PMI inhibitors	Dynein transport nuclear GR-EGFP	M17LAP inhibition	SIAH1 antagonists	XIAP antagonists	Dynein transport cytoplasmic EGFP	LYP inhibition	Dynein transport cell count	P. falciparum M1AAP	SMILES
31	-2%	-10%	-0.11	1%	0.11	-1%	-1%	-2.2%	-0.28	-7%	-0.27	3%	CC(C)CCNC(=O)C1CCN(c2nc3ccccc3o2)CC1
32	1%	15%	-0.72	0%	-0.069	-12%	2%	-3.1%	-0.2	-12%	0.88	5%	COCCNC(=O)c1c(N)n(/N=C/c2cccs2)c2nc3ccccc3nc12
33	-3%	-1%	-0.47	-12%	0.015	-5%	-2%	-8.7%	0.38	-3%	0.21	-1%	COCCNC(=O)C(c1ccc(C)cc1)N(C(=O)C(=O)NC1CCCC1)c1ccc2c(c1)OCCO2 (stereo unspecified)
34	6%	-7%	-0.36	1%	0.38	-3%	0%	-5.3%	0.74	0%	-0.71	-7%	O=C(NCc1ccncc1)Nc1ccc(F)cc1
35	-4%	41%	-0.53	2%	-0.67	16%	-3%	-0.5%	-0.11	-2%	0.72	8%	N#C/C(=C(/O)COC(=O)c1ccc(C#N)cc1)c1nc2ccccc2s1
36	-2%	9%	-0.29	-17%	-0.27	4%	-3%	-12%	-0.36	-2%	0.91	8%	COc1ccc(/C=N/NC(=O)CNc2c(Br)cc(C)cc2Br)c(C(=O)O)c1OC
37	20%	-2%	0.98	10%	0.78	6%	3%	-0.5%	-0.19	-8%	-0.7	4%	O=C(Nc1c(Cl)ccc2nsnc12)c1ccco1
38	-3%	2%	-0.22	0%	-0.27	10%	2%	-4.1%	-0.19	-4%	0.57	16%	Cc1ccccc1NS(=O)(=O)c1ccc2[nH]cc(C(=O)NCCCN3CCOCC3)c(=O)c2c1
39	4%	12%	i	6%	.	1%	12%	-3.4%	.	2%	-4.7	10%	CCOC(=O)N1CCN(Cc2c(NC(=O)c3ccco3)sc(C)c2C)CC1
40	-1%	28%	-0.1	-9%	-0.035	5%	-8%	-11%	-0.22	-4%	0.31	-1%	CCn1c(=O)c2c(nc3n2CCN3c2ccccc2)n(C)c1=O
